RAD54 branch = RAD54 (human) branch migration inhibition | AID 602329 | actives 0.14% (n = 360,000) | RAD54 Holliday junction branch migration, FAM/BHQ fluorescence | Q92698 | inhibition, % at 10.4 µM;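 active = mean normalized replicate activity at least 40 and at least half of replicates scoring 40 or more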;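 also: 0% = median of neutral control wells and 100% = median of positive control wells; inhibitors cause a drop in the FAM fluorescence signal; in these data hits start at about 50%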
Target sequence (Q92698 whole entry, looked up): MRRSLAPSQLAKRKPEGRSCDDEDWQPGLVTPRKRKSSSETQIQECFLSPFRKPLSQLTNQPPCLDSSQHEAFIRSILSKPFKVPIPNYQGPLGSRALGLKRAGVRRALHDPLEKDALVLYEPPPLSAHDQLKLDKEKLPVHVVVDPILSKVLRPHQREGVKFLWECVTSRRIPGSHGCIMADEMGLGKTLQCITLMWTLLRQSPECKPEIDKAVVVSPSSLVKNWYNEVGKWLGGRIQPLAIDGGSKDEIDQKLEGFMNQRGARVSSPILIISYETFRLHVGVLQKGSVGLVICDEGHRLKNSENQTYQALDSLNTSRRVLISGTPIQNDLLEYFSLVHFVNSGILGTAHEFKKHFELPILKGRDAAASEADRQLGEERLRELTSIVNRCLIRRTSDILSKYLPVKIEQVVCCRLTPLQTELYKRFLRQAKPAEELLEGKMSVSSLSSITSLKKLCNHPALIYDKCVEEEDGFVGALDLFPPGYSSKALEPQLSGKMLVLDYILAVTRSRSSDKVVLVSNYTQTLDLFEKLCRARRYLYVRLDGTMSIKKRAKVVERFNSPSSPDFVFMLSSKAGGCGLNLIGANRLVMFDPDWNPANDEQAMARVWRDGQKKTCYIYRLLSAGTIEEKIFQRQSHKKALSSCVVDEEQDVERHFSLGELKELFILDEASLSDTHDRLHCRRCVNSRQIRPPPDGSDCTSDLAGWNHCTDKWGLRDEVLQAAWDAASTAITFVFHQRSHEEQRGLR
* hit, by the source's call.

| no. | molecule | RAD54 branch |
| --- | --- | --- |
| 1 | O=c1cc(-c2ccncc2)oc2ccccc12 | 12 |
| 2 | Nc1ncnc2c1ncn2[C@@H]1O[C@H](C(=O)NS(=O)(=O)c2c(Cl)nc3sccn23)[C@@H](O)[C@H]1O | -9 |
| 3 | CCOC(=O)C[n+]1c(C)ccc2c1CCC2 | -4 |
| 4 | CCCOC(=O)c1cccc(NC(=O)c2cccnc2)c1 | -1 |
| 5 | CCC(=O)N1CC(C)C(=O)Nc2ccccc21 (configuration not stated) | 2 |
| 6 | COCc1nnc(NC(=O)CSCc2ccccc2)s1 | -4 |
| 7 | COc1ccc(-n2c(SCC(=O)NCc3cccs3)nnc2-c2ccoc2C)cc1 | -1 |
| 8 | CCn1c(-c2ccc(N(C)C)cc2)nc2ccccc21 | 3 |
| 9 | O=C(Nc1ccccc1)C1CCCCC1 | 9 |
| 10 | O=C(C1CC1)N1CCc2cc(S(=O)(=O)NC3CCN(Cc4ccccc4)CC3)ccc21 | 9 |
| 11 | O=S(=O)(Nc1nc2ccccc2[nH]1)c1ccc2ccccc2c1 | 4 |
| 12 | Cc1cc(C)c(NC(=O)C2CC(=O)N(c3ccc4c(c3)OCCO4)C2)c(C)c1 (configuration not stated) | -5 |
| 13 | CC(O)CNCc1cccc2ccccc12 (configuration not stated) | -9 |
| 14 | Cc1cc(C(=O)CSCCCn2c(=O)[nH]c3ccccc32)c(C)n1C | -11 |
| 15 | COc1ccc2c(c1)c1ncn(Cc3ccco3)c(=O)c1n2C | 0 |
| 16 | Cc1onc(-c2ccccc2Cl)c1C(=O)N1C=CC(C(F)(F)Cl)=NCC1 | -15 |
| 17 | CC(=O)NC12CC3CC(C1)CC(C(=O)OCC(=O)Nc1ncc(Cl)c(C)c1Cl)(C3)C2 | -4 |
| 18 | COc1ccccc1NC(=O)CN1CCC(n2c(C)nc3cc(F)ccc32)CC1 | 0 |
| 19 | COc1ccccc1NC(=O)CC1C(=O)NCCN1C(=O)Nc1ccc(Cl)c(Cl)c1 (configuration not stated) | 3 |
| 20 | COC(=O)CCC(=O)Nc1cccc(Cl)c1 | -1 |

| no. | molecule | RAD54 branch |
| --- | --- | --- |
| 21 | COc1cc(NC(=S)NCc2ccco2)cc(OC)c1 | -6 |
| 22 | CCn1c(SCC(=O)N/N=C/C=C\c2ccccc2[N+](=O)[O-])nc2ccccc21 | 2 |
| 23 | Cc1onc(-c2ccccc2)c1C(=O)NCc1ccco1 | 0 |
| 24 | COc1cc(-c2nc3cnccn3c2Nc2c(C)cccc2C)ccc1O | -7 |
| 25 | CN1C(=O)CC(NNC(=O)c2ccc(Cl)cc2)C1=O (configuration not stated) | 1 |
| 26 | O=C(Nc1ccccc1N1CCCCC1)c1ccc(F)cc1 | -9 |
| 27 | CC(C)C(=O)Nc1nnn(C)n1 | -14 |
| 28 | CCc1ccc(OCC2c3cc(OC)c(OC)cc3CCN2C(C)=O)cc1 (configuration not stated) | 7 |
| 29 | CC1=C(C(=O)OC(C)C)C(C)C(C(=O)OC(C)C)=C(C)N1 | -1 |
| 30 | CC(C)Oc1ccc(C2NC(=O)NC2=O)cc1 (configuration not stated) | -3 |
| 31 | CN(C(=O)CN1CCC(NC(=O)C2CCCCC2)CC1)C1CCCCC1 | -1 |
| 32 | c1ccc2c(Nc3nc4c(s3)CCCC4)cccc2c1 | -8 |
| 33 | CN1C(=O)N(C)C2(c3ccccc3)NC(=O)NC12c1ccccc1 (configuration not stated) | -9 |
| 34 | CC(=O)Nc1ccc(S(=O)(=O)Nc2nc3n(n2)C(c2ccccc2)CC(=O)N3)cc1 (configuration not stated) | 1 |
| 35 | CCOc1ccc2c(c1)sc1nc(C(=O)OC)cc(=O)n12 | 1 |
| 36 | O=C(Cn1cnc2c(cnn2-c2ccc(F)cc2)c1=O)OCc1ccccc1 | 12 |
| 37 | Cn1cc([N+](=O)[O-])c(C(=O)Nc2nc(-c3ccc(Cl)cc3)cs2)n1 | 3 |
| 38 | O=C(C1CCC1)N(CCc1ccccc1)Cc1nc2ccccc2c(=O)[nH]1 | 12 |
| 39 | CCOc1ccccc1OCCCOc1ccc(C)cc1Br | -3 |
| 40 | C=C1CSc2nc(=O)c3c4c(sc3n21)CCCC4 | 4 |

Quoted at random: 5 entries already listed, in no set order.
| no. | molecule | RAD54 branch |
| --- | --- | --- |
| 29 | CC1=C(C(=O)OC(C)C)C(C)C(C(=O)OC(C)C)=C(C)N1 | -1 |
| 35 | CCOc1ccc2c(c1)sc1nc(C(=O)OC)cc(=O)n12 | 1 |
| 31 | CN(C(=O)CN1CCC(NC(=O)C2CCCCC2)CC1)C1CCCCC1 | -1 |
| 33 | CN1C(=O)N(C)C2(c3ccccc3)NC(=O)NC12c1ccccc1 (configuration not stated) | -9 |
| 36 | O=C(Cn1cnc2c(cnn2-c2ccc(F)cc2)c1=O)OCc1ccccc1 | 12 |

(list continues)
| no. | molecule | RAD54 branch |
| --- | --- | --- |
| 41 | CCOC(=O)c1c(C)[nH]c(C(=O)COC(=O)c2ccccc2NC(=O)c2ccco2)c1C | 6 |
| 42 | O=C1CC(c2ccccc2)CC(O)=C1C=NCCCN1CCOCC1 (configuration not stated) | -11 |
| 43 | COc1cc2c(cc1OC)-c1nnc(-c3cccs3)n1C1(CCCC1)C2 | 4 |
| 44 | O=C(CCCN1C(=O)c2ccccc2C1=O)NC1CCCCCC1 | -6 |
| 45 | CCOC(=O)C1CCN(C(=O)C2CCN(S(=O)(=O)c3c(C)noc3C)CC2)CC1 | -2 |
| 46 | CCCCn1c(SCC(=O)N2CC(=O)Nc3ccccc32)nnc1-c1ccoc1C | 8 |
| 47 | CCCc1cc(=O)n2[nH]c(C)nc2n1 | -11 |
| 48 | CCN(CC)S(=O)(=O)c1ccc(NC(=O)c2ccccc2N(C)S(C)(=O)=O)cc1 | -8 |
| 49 | CCNc1nc(NCC)nc(OCCNS(=O)(=O)c2cc(C)ccc2C)n1 | -11 |
| 50 | CCCCNCCCOc1cccc(Cl)c1 | 3 |
| 51 | COCCN(CC(=O)NC1CCCCC1)C(=O)c1csnn1 | 6 |
| 52 | COCCn1c(-c2ccsc2)nc2c1c(=O)[nH]c(=O)n2CC(C)C | -4 |
| 53 | O=C(COc1ccccc1)Nc1nn[nH]n1 | -6 |
| 54 | COc1ccc2c(c1)c(C(=O)OCCN(C)C)c(C)n2C | 59* |
| 55 | COc1ccccc1N(CC(=O)N/N=C/c1ccc(OCC(=O)NCc2ccco2)cc1)S(=O)(=O)c1ccc(C)cc1 | -5 |
| 56 | CCCc1c(C)[nH]c2ccccc2c1=O | 5 |
| 57 | COc1ccc(-c2nc3nc(C)cc(C)n3n2)cc1 | -9 |
| 58 | N#CC1=C(Nc2ccc(Br)cc2)CCC1 | -9 |
| 59 | CC(C)COC(=O)NCCOC(=O)Nc1cccc(Cl)c1 | -8 |
| 60 | O=C(OCC(=O)N1c2ccccc2Sc2ccccc21)C1CC(=O)N(Cc2ccco2)C1 (configuration not stated) | -4 |

Sorted by SMILES length (highest first): some entries from above
| no. | molecule | RAD54 branch |
| --- | --- | --- |
| 48 | CCN(CC)S(=O)(=O)c1ccc(NC(=O)c2ccccc2N(C)S(C)(=O)=O)cc1 | -8 |
| 60 | O=C(OCC(=O)N1c2ccccc2Sc2ccccc21)C1CC(=O)N(Cc2ccco2)C1 (configuration not stated) | -4 |
| 52 | COCCn1c(-c2ccsc2)nc2c1c(=O)[nH]c(=O)n2CC(C)C | -4 |
| 44 | O=C(CCCN1C(=O)c2ccccc2C1=O)NC1CCCCCC1 | -6 |
| 59 | CC(C)COC(=O)NCCOC(=O)Nc1cccc(Cl)c1 | -8 |
| 50 | CCCCNCCCOc1cccc(Cl)c1 | 3 |

(further entries)
| no. | molecule | RAD54 branch |
| --- | --- | --- |
| 61 | O=C(NC1CCCC1)C(c1ccc(F)cc1)N(Cc1ccc(F)cc1)C(=O)c1ccn[nH]1 (configuration not stated) | -1 |
| 62 | CCOC(=O)C1C(=O)NC(N2CCCCC2)=NC1c1ccco1 (configuration not stated) | -4 |
| 63 | COc1cc(OC)cc(C(=O)Nn2c(C)nc3ccccc3c2=O)c1 | 9 |
| 64 | CCOC(=O)c1cc(NC(=O)N2CCCc3ccccc32)c(C)nc1C | -3 |
| 65 | c1ccc(C2=Nc3ccccc3OC2)cc1 | 1 |
| 66 | O=C(NC1CCCCCC1)C1CCN(C(=O)Cc2ccccc2)CC1 | -6 |
| 67 | COc1ccc(-c2csc(N(CC3CCCO3)C(=O)c3cccs3)n2)cc1 (configuration not stated) | 3 |
| 68 | CCc1cccc(NC(=O)c2ccc(NS(=O)(=O)c3c(C)noc3C)cc2)c1 | -10 |
| 69 | CCC1(C)Cc2c(C#N)c(N)n(N)c(=S)c2CO1 (configuration not stated) | 5 |
| 70 | CC1(C)CC(C)(O)P(=O)(c2ccccc2)O1 (configuration not stated) | 4 |
| 71 | CC(C)C[C@H](NC(=O)NC(C)C)C(=O)O | 4 |
| 72 | Brc1ccc(-c2noc(CCc3ccccc3)n2)cc1 | -3 |
| 73 | CC1Cc2ccccc2N1C(=O)c1cnsn1 (configuration not stated) | -4 |
| 74 | CCS(=O)(=O)N1CCN(C(=O)c2ccccc2)CC1 | 2 |
| 75 | CCOC(=O)c1ccc(CSc2nnc(C)n2N)o1 | 2 |
| 76 | Cc1cccc(C(CC(=O)O)n2cccc2)c1 (configuration not stated) | -1 |
| 77 | c1cc2c3c(cccc3c1)C(N1CCCCC1)=N2 | 65* |
| 78 | O=C(CN1CCC(n2nnc3cc(C(F)(F)F)ccc32)CC1)NCc1cccs1 | 2 |
| 79 | O=C1NC(=O)/C(=C/c2ccccc2Oc2ccc(Cl)cc2)S1 | 1 |
| 80 | CCOc1ccc(NS(=O)(=O)c2ccc3[nH]cc(C(=O)NCC4CCCO4)c(=O)c3c2)cc1 (configuration not stated) | 4 |

| no. | molecule | RAD54 branch |
| --- | --- | --- |
| 81 | C=CCn1c(Cc2c[nH]c3ccccc23)nnc1SCC(=O)NCc1ccccc1 | -8 |
| 82 | COCC(=O)NC(c1ccccc1)c1ccccc1 | 15 |
| 83 | CCc1nnc(SCC(=O)NC2CCCC2)nc1CC | -12 |
| 84 | O=C(OCc1ccccc1)c1ccc2c(c1)-c1ccccc1C2=O | -8 |
| 85 | CC(C(=O)N1CCCCC1)N1C(=O)c2ccccc2C1=O (configuration not stated) | -5 |
| 86 | N#Cc1nc(-c2cccc(Cl)c2)oc1NCc1cccnc1 | -1 |
| 87 | Cc1ccc(O)c(NC(=O)C2CC(c3c(F)cccc3Cl)=NO2)c1 (configuration not stated) | -5 |
| 88 | COC(=O)c1[nH]c2ccccc2c1NC(=O)CN1CCN(C(=O)c2ccco2)CC1 | -7 |
| 89 | CC(C)CCn1c(=O)c2ccccc2n2c(CN3C(=O)NC4(CCC(C)CC4)C3=O)nnc12 (configuration not stated) | -11 |
| 90 | CCOC(=O)N1CCN(c2ncnc3c2[nH]c2ccc(F)cc23)CC1 | -2 |
| 91 | CSc1nnc(-c2sc(-c3ccccc3)nc2C)n1C | -7 |
| 92 | O=c1c2[nH]c3ccccc3c2ncn1CCCn1ccnc1 | -10 |
| 93 | CCOc1ccc(NC(=O)C(=O)NCCCn2ccnc2)cc1 | -4 |
| 94 | COc1ccc(NC(C)C(=O)Nc2ccc(C(C)(C)C)cc2)cc1Cl (configuration not stated) | -14 |
| 95 | COc1ccc(NC(=O)NCc2ccccn2)cc1OC | -3 |
| 96 | CCCC(=O)Nc1cccc(-c2nc3cc(C)c(C)cc3o2)c1 | -11 |
| 97 | CC(C(=O)Nc1sc2c(c1C(=O)NCc1ccco1)CCCC2)N1C(=O)c2ccccc2C1=O (configuration not stated) | 2 |
| 98 | COc1ccccc1N1CCN(C(=O)c2ccc(S(=O)(=O)N3CCCCC3)cc2)CC1 | 1 |
| 99 | O=C(Nc1cc2c(oc1=O)CCCC2=O)c1ccc(Cl)cc1 | -3 |
| 100 | COc1ccc(CN(Cc2cccnc2)S(=O)(=O)c2ccc(-n3cnnn3)c(C)c2)cc1OC | 4 |

In the list so far, three have a cyano group:
| no. | molecule | RAD54 branch |
| --- | --- | --- |
| 58 | N#CC1=C(Nc2ccc(Br)cc2)CCC1 | -9 |
| 69 | CCC1(C)Cc2c(C#N)c(N)n(N)c(=S)c2CO1 (configuration not stated) | 5 |
| 86 | N#Cc1nc(-c2cccc(Cl)c2)oc1NCc1cccnc1 | -1 |

Three entries from above, field by field:
91: CSc1nnc(-c2sc(-c3ccccc3)nc2C)n1C
  RAD54 branch: -7

92: O=c1c2[nH]c3ccccc3c2ncn1CCCn1ccnc1
  RAD54 branch: -10

93: CCOc1ccc(NC(=O)C(=O)NCCCn2ccnc2)cc1
  RAD54 branch: -4

Other compounds follow.
| no. | molecule | RAD54 branch |
| --- | --- | --- |
| 101 | COc1ccccc1C(=O)N1CCN(C2CCN(Cc3ccccc3)CC2)CC1 | -3 |
| 102 | O=C1c2ccccc2C(Nc2ccc3c(c2)OCCO3)N1Cc1ccccc1 (configuration not stated) | 1 |
| 103 | O=C(c1ccccc1)c1c[nH]c(C(=O)NCCCN2CCOCC2)c1 | -10 |
| 104 | Cc1ccc2nc(N3CCN(Cc4ccc(F)cc4)C3=O)c(C)cc2c1 | 10 |
| 105 | CC(CCC(C)C(C)(C)C)[C@@H]1CC[C@H]2C3C[C@H](OS(O)(=S)=S)[C@H]4C[C@H](OS(O)(=S)=S)[C@@H](OS(O)(=S)=S)C[C@]4(C)[C@H]3CC[C@]12C (some centres not stated) (tested in a mixture with another compound) | 110* |
| 106 | CCC(CC)C(=O)NCCc1cc2c(OC)ccc(OC)c2[nH]c1=O | -13 |

Screens deposited in PubChem BioAssay by Broad Institute.

Not all compounds are listed. The share of hits here may be higher or lower than overall.
